HCV inhibitor: blocks hepatitis C virus; Huh7.5.1 HCVcc-Cre infection, luciferase reporter, 44 h; Potency, µM (top dose mostly 41.8 µM), for inactives: top-dose activity change, negative = inhibition, usual class: inhibitors; 340,000 tested, 3.4% active
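Infectious HCV cell culture screen: compound-treated cells (1,000/well, pre-plated 4 h) are infected with HCVcc-Cre at roughly 0.5 moi and grown 44 h. Infection is quantified by luciferase signal after 15 min substrate incubation at room temperature.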
Tb PYK inh: inhibitors of Trypanosoma brucei pyruvate kinase. Q57TT1. TbPYK enzyme, Kinase-Glo Plus ATP luminescence, 45 min. Potency, µM (doses to about 76.8 µM), inactives show at the highest dose activity, negative = inhibition, most hits filed as inhibitors. 410,000 tested, 0.12% active; also: nearly all actives have a fitted effect of over 50% in size
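Quantitative HTS: titrated library compounds versus trypanosomal pyruvate kinase in TEA buffer (pH 7.2) containing KCl, MgCl2, BSA and Tween-20. Reactions were initiated with ADP, 130 uM final. Kinase-Glo Plus luminescence was read after 45 min at RT.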
* marks the source's active call; other numbers are inactive results; ? = inconclusive; [ ] = remark or other dose. Calls follow the shape of the dose curve; as a rule, active = well fitted curve in the direction sought with a large enough effect; inconclusive = small, poorly fitted or top-dose-only effect, or another doubt; inactive = no such curve, though single readings can be large; an effect the other way counts as inactive or inconclusive. % is scaled to controls: 0 for no effect and ±100 for the full control effect; potency is read from the fitted curve at half-maximal effect. This is a subset; the hit share may differ from the screen's.

SMILES | HCV inhibitor | Tb PYK inh
CC(C)(C)OC(=O)C[C@H]1C/C=C\C[C@@H](CC(=O)N(CCO)Cc2ccccc2)C(=O)N[C@H](Cc2ccccc2)COC1=O | 8% | 4%
CCC1(O)C(=O)OCc2c1cc1n(c2=O)Cc2cc3c(N)cccc3nc2-1 (stereo unspecified) | ? | -5%
CC1(c2nnc(-c3cccc(Cl)c3)o2)CC(c2ccc(Br)cc2)=NO1 (stereo unspecified) | 7% | 2%
O=C(Cc1ccc(NC(=O)C2CCCN(C(=O)CCc3ccccc3)C2)cc1)Nc1ccc(C(=O)N2CCOCC2)cc1 (stereo unspecified) | -14%[8.37 µM] | 4%
Cc1cc(O)c(C(C)C)cc1NC(=O)Nc1cc(Cl)ccc1Cl | -16% | 3%
O=C(O)c1ccn[nH]1 | 25% | -5%
COC1=C(NCc2ccc3c(c2)OCO3)C(=O)C(OC)=C(NCc2ccc3c(c2)OCO3)C1=O | -3% | -8%
CN(C(=O)c1ccc(NC(=O)Cc2cccc(NC(=O)C3CCCN(C(=O)CCc4ccccc4)C3)c2)cc1)C1CC1 (stereo unspecified) | -3%[8.37 µM] | -2%
O=C1C2C3C=CC(O3)C2C(=O)N1Nc1ccccc1 (stereo unspecified) | -1% | -3%
CC(=O)Nc1ccc(S(=O)(=O)NN=CCCc2ccccc2)cc1 | 4% | -1%
CC(=O)c1cc2c(cc1NC(=O)CN(C)S(=O)(=O)c1cccs1)OCO2 | ? | -18%
O=C(Cc1ccccc1)NCC1COc2ccccc2O1 (stereo unspecified) | 18% | -15%
COc1ccc(C(=O)Nc2ccc(C)c(S(=O)(=O)N3CCOCC3)c2)cc1S(=O)(=O)N1CCCC1 | ? | 2%
CC(C)CN(C(=O)COC(=O)c1ccccc1SCC(=O)N1CCCC1)C1CCS(=O)(=O)C1 (stereo unspecified) | 16% | 4%
CC(C)COc1ccc(C(=O)OCC(=O)NCc2cccs2)cc1 | 8% | 4%
COc1ccc(CNC(=O)c2cc(S(=O)(=O)N3CCCCC3)ccc2N2CCOCC2)cc1OC | 12% | 2%
COc1cc2oc(=O)cc(-c3ccc(-c4ccc(C(F)(F)F)cc4)cc3)c2c(OC)c1OC | 1% | 1%
O=C(O)C1=C(C(=O)O)C2C=CC1C2 | 4% | 0%
CCCn1c(=O)n(C)c(=O)c2c(SCc3cc(C(C)=O)ccc3OCC)nc(C3CC3)nc21 | ? | -7%
O=C1CCc2cccc(O)c2N1 | 7% | -1%
O=C1CC=C2C3CC4N(CCC45c4ccccc4N1C25)CC3=CCO (stereo unspecified) | 9% | 1%
N#C/C(=C/c1ccc(OC(=O)c2ccc(Br)s2)cc1)c1nc2ccccc2[nH]1 | 10% | -2%
O=C(COC(=O)COc1ccc2c(c1)CCC2)Nc1ccccc1C(F)(F)F | 15% | 20%
O=c1[nH]cnc2c1ncn2-c1ccc(N(CCO)CCO)cc1 | 26% | -3%
Cc1nn(-c2ccc(F)cc2)c(Cl)c1/C=C(/CC(=O)O)c1nc2ccccc2s1 | 7% | 3%
COc1ccc(CNC(=O)C2CCCC2)cc1 | 3% | -5%
O=S(=O)(NCCOc1ccccc1F)c1ccc(Cl)cc1F | 2% | 2%
Cc1c(Cl)cnc(NC(=O)COC(=O)C2CC2)c1Cl | -7% | -7%
OCC1OC(n2ccc3c(NO)ncnc32)C(O)C1O (stereo unspecified) | ? | -3%
COc1ccccc1C1CC(=O)Oc2cc(O)ccc21 (stereo unspecified) | 7% | 1%

Reformatted with tabs: part of the list above.
Molecule	HCV inhibitor	Tb PYK inh
O=C1CC=C2C3CC4N(CCC45c4ccccc4N1C25)CC3=CCO (stereo unspecified)	9%	1%
O=C(COC(=O)COc1ccc2c(c1)CCC2)Nc1ccccc1C(F)(F)F	15%	20%
O=c1[nH]cnc2c1ncn2-c1ccc(N(CCO)CCO)cc1	26%	-3%
CCCn1c(=O)n(C)c(=O)c2c(SCc3cc(C(C)=O)ccc3OCC)nc(C3CC3)nc21	?	-7%
CC(=O)c1cc2c(cc1NC(=O)CN(C)S(=O)(=O)c1cccs1)OCO2	?	-18%
CCC1(O)C(=O)OCc2c1cc1n(c2=O)Cc2cc3c(N)cccc3nc2-1 (stereo unspecified)	?	-5%

Going on with the list.
SMILES | HCV inhibitor | Tb PYK inh
O=[N+]([O-])c1ccc(S(=O)(=O)NN=CCCc2ccccc2)cc1 | 30% | -6%
Cc1nc(Cc2ccccc2)sc1CC#N | 1% | -3%
Cc1cccc(CN2[C@@H](CC(C)C)COCCS2(=O)=O)c1 | 11% | 2%
COC(=O)c1c(C)cccc1C1CN=NC12Cc1ccccc1C2=O (stereo unspecified) | 2% | -5%
Oc1ccc(C=NN=Cc2ccco2)c(O)c1 | -4% | -8%
CCN(CC)c1ccc(N=C2C=CC(=O)C=C2NC(C)=O)cc1 | -4% | ?
COc1ccccc1CNC(=O)CN1C(=O)NC2(CCCCCCC2)C1=O | 3% | 1%
CCOc1cc(N2CCOCC2)c(OCC)cc1NC(=O)c1cccc(S(=O)(=O)N2CCOCC2)c1 | ? | -11%
Cc1ccc(S(=O)(=O)N2CCOCC2)cc1C(=O)Nc1cc(S(=O)(=O)N2CCCCC2)ccc1O | -2% | -7%
CN(C)CCN(Cc1ccco1)c1ccccn1 | 2% | 1%
CS(=O)(=O)Cc1ccc(C(=O)N2CCN(C(=O)c3cccs3)CC2)cc1 | -3% | 2%
COc1cc(NCCCCCCN)c2ncccc2c1OC | ? | 3%
O=C1c2ccccc2C(=O)N1CCCN1C(=O)c2ccccc2C1=O | 6% | 7%
O=C(Cn1cnc2c(OCc3ccccc3)ncnc21)NCCc1c[nH]c2ccccc12 | 22% | -2%
COc1ccc(-c2cc3cc(OC)c(OC)cc3cn2)cc1 | ? | -10%
NC(=O)CC(NC(=O)Cc1ccc(Br)cc1)c1ccc(NC2CCCCCCC2)c([N+](=O)[O-])c1 (stereo unspecified) | 11% | -7%
C[C@H](CO)N1C[C@H](C)[C@@H](CN(C)C(=O)Nc2ccccc2)Oc2ccc(NC(=O)Cn3cnnn3)cc2C1=O | 14% | -10%
CCOC(=O)c1c(C)[nH]c(C(=O)COC(=O)CCNS(=O)(=O)c2ccc(NC(C)=O)cc2)c1C | 4% | -2%
COc1cc(OC)cc(-c2nnc(SCC(=O)N3c4ccccc4Sc4ccccc43)o2)c1 | 25% | -2%
Cc1ccc(S(=O)(=O)N2CCCCC2)cc1NC(=O)c1cc(F)c(F)c(F)c1F | ? | -6%
COc1cc2nc(CN3CCN(S(=O)(=O)c4ccccc4C(F)(F)F)CC3)[nH]c(=O)c2cc1OC | -12% | 0%
C=CC[C@@H](CC(=O)OC(C)(C)C)C(=O)OC[C@@H]1CCCN1C(=O)[C@H](CC=C)CC(=O)NCCO | -5% | -14%
CN(C)c1cccc(C(=O)Nc2ccc(S(=O)(=O)Nc3nccs3)cc2)c1 | ? | -14%
O=C(CSc1nc2ccccc2c(=O)[nH]1)Nc1ccc([N+](=O)[O-])cc1 | -21% | 13%
CCCNC(=O)c1onc(CSc2ccc(Cl)cc2)c1C(=O)NCCOC | -14% | -12%
CCC[C@H]1CC(=O)C=C(c2ccsc2)ON1C(=O)OC(C)(C)C | -27% | -14%
O=C(CSc1nc2cc(Cl)ccc2o1)NC1CC1 | -4% | 1%
C=CC[C@@]12C=C(OC)C(=O)C(OC)=C1O[C@H](c1ccc3c(c1)OCO3)[C@H]2C | -10% | -1%
CCN(c1ccccc1)S(=O)(=O)c1cccc(C(=O)NCC(c2ccc(F)cc2)N2CCOCC2)c1 (stereo unspecified) | ? | 2%
O=C1C(=O)C(c2ccccc2)C(=O)C1c1ccccc1 (stereo unspecified) | -2% | 0%
Nc1cc2c(cc1N)-c1ccccc1C2 | ? | 0%
COc1nnc(-c2ccc(N3CCCCC3)c(NC(=O)COc3ccccc3)c2)c2ccccc12 | -24% | -4%
CN1CCN(c2ccccc2NS(=O)(=O)c2ccc3c(c2)CCN3C(=O)C2CCC2)CC1 | 3% | -4%
CN(C)C(=O)CCc1ccc2c3c([nH]c2c1)[C@]1(C)[C@@H](C(=O)N2CCOCC2)C[C@H](CC(=O)NCCCn2ccnc2)C(=O)N1CC3 | 8% | 3%
COc1ccc(-c2ccc3c(=O)cc(-c4ccsc4)oc3c2)cn1 | 2% | -2%
CN(Cc1ccccc1)C(=O)c1ccc(NC(=O)Cc2ccc(NC(=O)C3CCCN(C(=O)CCc4ccccc4)C3)cc2)cc1 (stereo unspecified) | 2.2µM* | -3%
CCN1C[C@@H]2[C@@H]3C(=O)N(Cc4ccccc4)C(=O)[C@@H]3[C@](Cc3ccccc3)(C(=O)OC)N2C1=NCc1ccccc1 | 39%[activator] | 3%
O=C(Nc1ccc(N2CCOCC2)c(S(=O)(=O)Nc2ccccc2Cl)c1)c1ccc(F)cc1 | 10µM* | 1%
COc1ccccc1N1CC(C(=O)NCC2COc3ccccc3O2)CC1=O (stereo unspecified) | -16% | 1%
COc1cc(O)c(C=Nc2ccccc2NS(=O)(=O)c2ccc(C)cc2)c(OC)c1 | -1% | -6%
CC(C)(C)OC(=O)C[C@@H]1C/C=C\C[C@@H](CC(=O)N[C@H](CO)Cc2ccccc2)C(=O)NC[C@H](c2ccccc2)OC1=O | 3% | 3%
O=C(O)c1ccc2c(c1)C(=O)N(c1ccc(C(=O)OCC(=O)c3ccccc3)cc1)C2=O | -1% | 3%
CC(C)NC(=O)N(C)C[C@H]1Oc2c(NC(=O)Nc3ccccc3)cccc2C(=O)N([C@H](C)CO)C[C@@H]1C | 8% | 1%
CC(C)=CCC[C@](C)(O[C@@H]1O[C@H](CO[C@@H]2OC[C@H](O[C@@H]3OC[C@@H](O)[C@H](O)[C@H]3O)[C@H](O)[C@H]2O)[C@@H](O)[C@H](O)[C@H]1O)C1CC[C@]2(C)C1[C@H](O)CC1[C@@]3(C)CC[C@H](O)C(C)(C)C3[C@@H](O)C[C@]12C (stereo partly specified) | 4% | 10%
CC(C)c1ccc(Oc2cccc3c2S(=O)(=O)N(C2CCCC2)CC(COCc2ccccc2)O3)cc1 (stereo unspecified) | 1%[8.37 µM] | 1%
O=C(NC1CCCCC1)[C@@H]1CC=C[C@@H]2CCN(Cc3ccccc3)C(=O)[C@@H]21 | 22% | 4%
COc1ccc2cc(C(c3nnnn3C3CCCCC3)N3CCCCCC3)c3nnnn3c2c1 (stereo unspecified) | -20% | 3%
COc1ccc(OC)c(/C=N/n2c(C)nc3ccccc3c2=O)c1 | 4% | -10%
COc1ccc2oc(-c3ccncc3)cc(=O)c2c1 | -3% | -11%
Cc1c(C(=O)Nc2nccs2)oc2ccc(Br)cc12 | 7% | -5%
O=C(Cc1coc2cc(O)ccc12)N1CCN(S(=O)(=O)c2ccc(Br)cc2)CC1 | 11µM* | 0%
COc1ccc(CCNC(=O)C2COc3ccccc3O2)cc1OC (stereo unspecified) | 3% | 1%
NC1=NC(=O)C(c2ccccc2)C(=O)N1 (stereo unspecified) | 8% | 1%
Cc1cc(C)c2nc(SCC(=O)Nc3ccccc3N3CCOCC3)c(C#N)cc2c1 | ? | -1%
Nc1nc(SCc2ccccn2)c2ncn(C3OC(CO)C(O)C3O)c2n1 (stereo unspecified) | 3% | 3%
CCOC(=O)C1=C(C)NC(C)=C(C(=O)OCC)C1C(=O)OCC(=O)N1CCOCC1 | -13% | 0%
Cc1cn(CC(=O)NCC2CCCO2)c(=O)[nH]c1=O (stereo unspecified) | ? | -2%
CC(=O)Nc1ccc(NC(=O)COC(=O)Cn2cnc3ccccc32)cc1 | 22% | -9%
C[C@H]1CC[C@]2(O[C@H](CCO)C[C@H](O)[C@H]2O)O1 | -5%[8.37 µM] | 2%
Nc1[nH]n(-c2c(Cl)cc(Cl)cc2Cl)c(=O)c1N=Nc1ccc(S(=O)(=O)Nc2ncccn2)cc1 | -6% | 5%

Reformatted: results already given.
Every second line gives: HCV inhibitor | Tb PYK inh
Nc1nc(SCc2ccccn2)c2ncn(C3OC(CO)C(O)C3O)c2n1 (stereo unspecified)
    3% | 3%
CCOC(=O)C1=C(C)NC(C)=C(C(=O)OCC)C1C(=O)OCC(=O)N1CCOCC1
    -13% | 0%
Cc1cn(CC(=O)NCC2CCCO2)c(=O)[nH]c1=O (stereo unspecified)
    ? | -2%
CC(=O)Nc1ccc(NC(=O)COC(=O)Cn2cnc3ccccc32)cc1
    22% | -9%
C[C@H]1CC[C@]2(O[C@H](CCO)C[C@H](O)[C@H]2O)O1
    -5%[8.37 µM] | 2%
Nc1[nH]n(-c2c(Cl)cc(Cl)cc2Cl)c(=O)c1N=Nc1ccc(S(=O)(=O)Nc2ncccn2)cc1
    -6% | 5%

Remaining list, next part:
SMILES | HCV inhibitor | Tb PYK inh
CSc1ncccc1C(=O)OCC(=O)NCCc1ccccc1 | 8% | -1%
CCCN(CC(=O)Nc1cc(Cl)ccc1Cl)C(=O)c1ccccn1 | 4% | -2%
Cc1cc(=O)[nH]c(NN=Cc2c(Cl)cccc2Cl)n1 | 14% | 4%
COc1ccc2c(C)cc(=O)oc2c1 | -30% | -3%

Screening data from PubChem BioAssay.
